Compound activity: PubChem BioAssay, National Center for Advancing Translational Sciences (NCATS)
EPAC1 agonist = qHTS for Agonist of cAMP-regulated guanine nucleotide exchange factor 3 (EPAC1): primary screen. Rap guanine nucleotide exchange factor 3 (Homo sapiens), O95398. EPAC1 agonist qHTS, biochemical assay; response scale: 100% = response to 6.5 mM cAMP. Potency, µM (highest dose often 154 µM), for the others: at the top dose activation, most hits filed as activators. actives 0.073% (n = 360,000). AID 720707, 2013; also: potency is read from the fitted curve at half-maximal effect; nearly all actives have a fitted effect of over 60% in size
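Fluorescent GDP-exchange assay: 100 nM EPAC1 with 250 nM Rap1B preloaded with BODIPY-GDP and 50 uM GDP; compounds tested as concentration series, 5 min at room temperature, then read every 5 min for 30 min (ex 480/em 540 nm); normalized to 6.5 mM cAMP.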
PI5P4Ka inh = qHTS for Inhibitors of phosphatidylinositol 5-phosphate 4-kinase (PI5P4K). PI5P4Kalpha enzyme, ADP-Glo luminescence, 60 min; stronger effect = lower value. max response, %. actives 1.2% (n = 330,000). AID 652105, 2013; active = max response of -50% or lower; inconclusive = between -30% and -50%; inactive = -30% or higher; also: value at the top dose of about 77 µM; % is scaled to controls: 0 for no effect and ±100 for the full control effect
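qHTS, 1536-well: enzyme/substrate mix, compound by pin tool, 5 microM ATP final; RT 60 min; ADP-Glo reagents 1 (45 min) then 2 (30 min); luminescence.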
EPAC1 antagonist = qHTS for Antagonist of cAMP-regulated guanine nucleotide exchange factor 3 (EPAC1): primary screen; Rap guanine nucleotide exchange factor 3 (Homo sapiens), O95398; EPAC1 GEF assay, Rap1b-BODIPY-GDP exchange fluorescence; Potency, µM (series often up to 115 µM), without a hit: at the highest dose activity change, negative = inhibition, usual class: inhibitors; actives 0.14% (n = 360,000); AID 720709, 2013;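 also: potency is read from the fitted curve at half-maximal effect; plate controls were vehicle for no effect and positive control for full effect; nearly all actives have a fitted effect of over 50% in size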
PLK1 PBD block = qHTS for Inhibitors of PLK1-PDB (polo-like kinase 1 - polo-box domain): Primary Screen | AID 720504, 2013 | Serine/threonine-protein kinase PLK1 (Homo sapiens), P53350 | Potency, µM, for inactives: max response, negative = inhibition, actives largely listed as inhibitors | Plk1 PBD binding of FITC phosphopeptide, fluorescence polarization | actives 2.8% (n = 360,000); also: potency is read from the fitted curve at half-maximal effect; series mostly up to about 57 µM; % is scaled to controls: 0 for no effect and ±100 for the full control effect; nearly all actives have a fitted effect of over 65% in size
EPAC2 agonist = qHTS for Agonist of cAMP-regulated guanine nucleotide exchange factor 4 (EPAC2): primary screen. Rap guanine nucleotide exchange factor 4 (Homo sapiens), Q8WZA2. EPAC2 activation, biochemical qHTS; response scale: 100% = 6.5 mM cAMP response. Potency, µM (doses to about 154 µM), inactives show at the top dose activation, hits mostly activators. actives 0.079% (n = 360,000). AID 720711, 2013; also: potency is read from the fitted curve at half-maximal effect; nearly all actives have a fitted effect of over 50% in size
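Nucleotide exchange monitored as fluorescence drop when BODIPY-GDP leaves Rap1B. Reaction: 100 nM EPAC2, 250 nM RAP1B-BODIPY-GDP, 50 uM GDP, room temperature, kinetic read over 30 min. Activity expressed relative to 6.5 mM cAMP.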
CCT modulator = High-Throughput Screening for Modulators of Cytosolic Chaperonin Activity | purified chaperonin ATPase assay, HTRF ADP detection, 30 min | activity change, % (test concentration not listed), hits read low | actives 0.3% (n = 360,000); in the data active = activity change below about -30%; also: % is scaled to controls: 0 for no effect and ±100 for the full control effect
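Enzyme 40 or 20 nM (batch-dependent) in Tris pH 7.4/KCl/MgCl2/DTT; cpd 76 uM single point; ATP 10 uM; 30 min 37 °C; Transcreener ADP HTRF detection, 30 min RT; ratio 665/615.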
IL2 activator = qHTS of IL-2 Activators | actives 0.065% (n = 360,000) | IL-2 activation reporter assay, cell-based qHTS; stimulated with anti-CD3/CD4/CD28 beads; in transgenic mouse T cells | activation, % (series mostly up to about 46 µM); in the data active = activation above about 50%; inconclusive = mostly about 30% to 49%; also: 0% is about no effect
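Unstimulated transgenic mouse T cells; 60-min compound exposure; bead-based TCR/CD4/CD28 stimulation; 18 h culture, 37 degrees C; dual fluorescence (EGFP, DsRed) plate cytometry.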
WRN helicase inh = qHTS for Inhibitors of WRN Helicase. Bifunctional 3'-5' exonuclease/ATP-dependent helicase WRN (Homo sapiens), Q14191. WRN helicase unwinding, fluorescent forked duplex, kinetic. Potency, µM (titrated, usually from 114 µM), inactives show at the top dose activity change, negative = inhibition, most hits filed as inhibitors. actives 0.46% (n = 360,000); also: potency is read from the fitted curve at half-maximal effect; % is scaled to controls: 0 for no effect and ±100 for the full control effect; nearly all actives have a fitted effect of over 55% in size
Target sequence (Q14191 whole entry, looked up): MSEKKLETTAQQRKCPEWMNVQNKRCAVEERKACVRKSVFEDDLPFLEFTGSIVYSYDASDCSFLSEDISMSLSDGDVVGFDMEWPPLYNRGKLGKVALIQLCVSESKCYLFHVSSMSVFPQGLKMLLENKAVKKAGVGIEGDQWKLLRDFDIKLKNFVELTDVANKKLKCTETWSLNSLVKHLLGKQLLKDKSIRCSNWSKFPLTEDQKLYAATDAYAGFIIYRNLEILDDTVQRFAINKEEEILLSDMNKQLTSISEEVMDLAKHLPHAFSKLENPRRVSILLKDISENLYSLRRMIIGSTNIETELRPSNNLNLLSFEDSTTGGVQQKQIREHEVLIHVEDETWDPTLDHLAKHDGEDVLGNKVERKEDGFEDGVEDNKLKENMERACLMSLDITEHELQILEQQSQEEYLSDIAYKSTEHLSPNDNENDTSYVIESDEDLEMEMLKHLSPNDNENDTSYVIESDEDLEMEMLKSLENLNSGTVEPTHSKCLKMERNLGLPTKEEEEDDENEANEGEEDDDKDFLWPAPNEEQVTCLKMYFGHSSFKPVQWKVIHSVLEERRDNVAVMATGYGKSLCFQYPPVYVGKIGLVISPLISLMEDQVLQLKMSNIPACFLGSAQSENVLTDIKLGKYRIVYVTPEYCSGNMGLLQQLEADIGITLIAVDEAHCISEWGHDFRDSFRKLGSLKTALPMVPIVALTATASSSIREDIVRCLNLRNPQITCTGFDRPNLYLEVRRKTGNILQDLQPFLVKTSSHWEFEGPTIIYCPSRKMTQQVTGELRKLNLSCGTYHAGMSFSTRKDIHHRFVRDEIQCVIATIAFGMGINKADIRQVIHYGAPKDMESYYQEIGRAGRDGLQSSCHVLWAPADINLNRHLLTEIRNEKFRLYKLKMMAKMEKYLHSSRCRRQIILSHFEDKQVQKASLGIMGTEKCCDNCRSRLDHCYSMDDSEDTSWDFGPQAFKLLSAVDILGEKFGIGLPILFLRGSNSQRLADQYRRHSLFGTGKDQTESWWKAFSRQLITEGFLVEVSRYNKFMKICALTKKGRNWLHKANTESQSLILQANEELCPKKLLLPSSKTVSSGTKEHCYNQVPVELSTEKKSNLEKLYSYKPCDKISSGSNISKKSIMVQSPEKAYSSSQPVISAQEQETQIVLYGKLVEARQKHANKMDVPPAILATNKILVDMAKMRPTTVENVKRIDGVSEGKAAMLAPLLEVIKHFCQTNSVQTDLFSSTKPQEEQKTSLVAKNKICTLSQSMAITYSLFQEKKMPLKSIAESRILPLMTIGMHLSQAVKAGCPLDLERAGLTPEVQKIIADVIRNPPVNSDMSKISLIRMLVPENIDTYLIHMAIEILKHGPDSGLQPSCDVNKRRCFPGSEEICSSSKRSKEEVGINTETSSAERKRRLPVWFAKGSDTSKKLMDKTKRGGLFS
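WRN at 20 nM final preincubated with compound 15 min at room temperature; reaction started with 100 nM fluorophore/quencher forked duplex oligonucleotide and 2 mM ATP final. Unwinding followed kinetically by red fluorescence (ex 525, em 598 nm).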
* hit, by the source's call; u = inconclusive; x = no result given; & = joins results of further samples; [ ] = dose if it differs, or a comment. Unless noted, calls follow the shape of the dose curve; as a rule, active = well fitted curve in the direction sought with a large enough effect; inconclusive = small, poorly fitted or top-dose-only effect, or another doubt; inactive = no such curve, though single readings can be large; an effect the other way counts as inactive or inconclusive.

entry	canonical_smiles	EPAC1 agonist	PI5P4Ka inh	EPAC1 antagonist	PLK1 PBD block
1	O=C(O)COCC(=O)N1CCN(C(c2ccccc2)c2ccccc2)CC1	10%	3	10%	1%
2	COc1cccc(C(=O)COC(=O)C2CC3CCCC(C2)C3=O)c1 (stereo unspecified)	1%	-4	5%	0%
3	CC1(C)CC(=O)C=C(NCc2ccco2)C1	4%	-2	-16%	-12%
4	Cc1cc(=O)oc2cc(OC(C)C(=O)NCCCn3ccnc3)ccc12 (stereo unspecified)	6%	0	-3%	-2%
5	N#Cc1c(-c2ccccc2)c(-c2ccccc2)n(Cc2ccco2)c1NC(=O)c1cccs1	15%	5	-3%	-1%
6	Cc1nn(C(=O)c2cc([N+](=O)[O-])ccc2Cl)c(C)c1Br	4%	16	-10%	-11%
7	Cc1nn(-c2ccc(F)cc2)c(C)c1CN1CCN(Cc2ccccc2)C(CCO)C1 (stereo unspecified)	-8%	-11	-10%	-3%
8	CCCc1nc(SCc2ccccc2Cl)n[nH]1	2%	0	5%	-10%
9	COc1ccccc1-n1c(=O)c(C#N)c(-c2ccc([N+](=O)[O-])cc2)c2cc(C(=O)c3ccccc3O)cnc21	5%	-21	-14%	3%
10	O=C(O)/C(=C/c1ccc(Cl)c([N+](=O)[O-])c1)c1ccc(S(=O)(=O)N2CCCCC2)s1	-7%	-15	-16%	u

entry	EPAC2 agonist	CCT modulator	IL2 activator	WRN helicase inh
1	-2%	-0.9	-0.8	-9%
2	-1%	1.7	-4.6	-3%
3	5%	-1.8	-3.2	-20%
4	3%	2.2	-0.4	-5%
5	11%	0.3	-1.9	-15%
6	5%	0.5	5.1	-2%[57.1 µM]
7	-7%	1.8	-2.6	1%
8	-8%	-2.5	-1.7	-4%
9	11%	-0.2	-0.9	-3%
10	-9%	-0.2	0.4	-15%

Going on with the list.
entry	canonical_smiles	EPAC1 agonist	PI5P4Ka inh	EPAC1 antagonist	PLK1 PBD block
11	CCn1cc(C(=O)O)c(=O)c2cnc(N3CCN(C(=S)NC(=O)c4ccccc4)CC3)nc21	-2%	-1	11%	-11%
12	FC(F)Oc1ccc(NC(=S)NCC2COc3ccccc3O2)cc1 (stereo unspecified)	6%	1	3%	-13%
13	Cc1oc(CC(C)C)c(CN2CCCC2)c1C(=O)O	-2%	-1	4%	-3%
14	O=C(COc1ccc(-c2ccccc2)cc1)N/N=C/c1ccccc1Br	8%	0	-4%	-3%
15	O=C(COC(=O)c1ccccc1C(=O)c1ccc(Cl)cc1)NCC1CCCO1 (stereo unspecified)	4%	-4	-13%	-4%
16	CN(CCC#N)C(=O)Cn1nc(Cc2ccncc2)c2ccccc2c1=O	8%	-13	-9%	-8%
17	CC(=O)c1[nH]c(C)c(C(C)=O)c1C	5%	-3	-3%	1%
18	Cc1ccc(C)c(S(=O)(=O)N2CCN(C(=O)CN3C(=O)NC(C)(C)C3=O)CC2)c1	8%	2	-16%	-3%
19	COc1ccc(C)cc1S(=O)(=O)N(CC(=O)O)c1ccccc1	8%	1	5%	-8%
20	CCc1sc(NC(=O)CN2CCC(C(N)=O)CC2)nc1-c1ccccc1	-2%	1	-26%	-8%

entry	EPAC2 agonist	CCT modulator	IL2 activator	WRN helicase inh
11	7%	-0.6	0.6	-12%
12	-4%	0.0	1.1	-1%
13	-3%	0.6	-0.3	-5%
14	5%	1.2	-2.6	-5%
15	10%	-3.8	-2.7	-1%
16	1%	-2.1	-4.1	2%
17	4%	0.6	5.5	-4%
18	7%	-0.8	0.8	7%
19	3%	0.2	0.2	6%
20	3%	-1.6	1.4	0%

More compounds.
entry	canonical_smiles	EPAC1 agonist	PI5P4Ka inh	EPAC1 antagonist	PLK1 PBD block
21	COc1ccc(N(C(=O)c2cc3ccccc3oc2=O)C2C=CS(=O)(=O)C2)c(OC)c1 (stereo unspecified)	-5%	2	-27%	-8%
22	CCCn1c2ccccc2c2cnn(CC(=O)NCCOC)c(=O)c21	6%	-5	-18%	-11%
23	COc1cccc(C(O)c2nc(-c3ccc(C)c(C)c3)cs2)c1 (stereo unspecified)	-5%	35	-12%	-8%
24	Cc1ccc(C)n1-c1ccc(-c2nnc3n2CCCCC3)s1	-3%	2	11%	-4%
25	Cn1c(SCc2nc(-c3ccc(Cl)cc3)no2)nnc1-c1cccs1	6%	-2	-11%	-8%
26	COc1ccc(S(=O)(=O)N2CCCCCC2)cc1C(=O)N(C)Cc1ccc(C)cc1	4%	7	3%	-6%
27	NS(=O)(=O)c1ccc(CCNC(=O)Cc2cccs2)cc1	-11%	-29	-5%	-2%
28	Cc1ccc(S(=O)(=O)N(C)C2(C)CCS(=O)(=O)C2)cc1 (stereo unspecified)	-2%	x	-3%	-12%
29	COC(=O)/C(C#N)=C/c1cc(C)sc1C	1%	-3	-13%	4%
30	Cc1cc(Cl)c(S(=O)(=O)Nc2ccccn2)cc1OCC(N)=O	-4%	1	-12%	-1%

entry	EPAC2 agonist	CCT modulator	IL2 activator	WRN helicase inh
21	11%	0.5	0.4	25%
22	10%	-2.8	-1.3	3%
23	20%	-3.5	0.5	-3%
24	-1%	2.4	1.0	-4%
25	5%	-2.2	1.7	-7%
26	4%	-2.8	-6.8	-10%
27	-5%	-6.8	0.6	6%
28	6%	-4.7	-0.9	-4%
29	12%	-2.3	-2.4	-1%
30	8%	-2.3	-0.5	14%

Following part.
entry	canonical_smiles	EPAC1 agonist	PI5P4Ka inh	EPAC1 antagonist	PLK1 PBD block
31	CC1(C(=O)OCC(=O)NC(=O)c2ccccc2)CC1(Cl)Cl (stereo unspecified)	-6%	2	-3%	-4%
32	Cc1ccc(NC(=O)CN(C)C(=O)Cc2ccc(Cl)c(Cl)c2)cc1	-4%	13	-1%	-2%
33	CCOC(=O)C1(Cc2cccc(OC)c2)CCCN(C(=O)c2cc(C)[nH]n2)C1 (stereo unspecified)	0%	1	2%	-4%
34	COCCn1c(=NC(=O)CCS(=O)(=O)c2ccccc2)sc2cc(F)ccc21	9%	-5	-1%	-7%
35	CN1CCN(c2ccc(Cl)cc2NC(=O)/C=C/c2cccc(F)c2)CC1	-8%	4	10%	6%
36	O=C1C(Sc2ccccc2)=C[C@@]2(O)CC[C@@H](O)[C@]1(Sc1ccccc1)[C@H]2O	0%	-3	17%	u
37	O=C(O)c1ccc(CSc2nnc(COc3ccccc3)o2)cc1	-1%	-2	0%	u
38	COc1c(O)ccc(C2NC(=O)NC(C)=C2C(=O)Nc2ccccc2C)c1[N+](=O)[O-] (stereo unspecified)	5%	-6	-7%	-3%
39	O=C(Nc1cccc(Cl)c1)/C(=C\c1cccnc1)NC(=O)c1ccco1	-4%	0	-14%	3%
40	CN1CCCN(S(=O)(=O)c2ccc(Cl)c(Cl)c2)CC1	-2%	0	11%	10%

entry	EPAC2 agonist	CCT modulator	IL2 activator	WRN helicase inh
31	4%	-0.9	-3.7	-3%
32	7%	0.1	-0.8	-7%
33	15%	-0.2	0.5	-14%
34	-1%	-0.6	-3.7	-34%
35	-4%	1.7	-2.8	1%
36	2%	-0.8	-0.6	4%
37	14%	-2.9	0.3	-22%
38	3%	-3.6	-0.5	5%
39	-10%	-0.9	-1.2	9%
40	-1%	2.3	-1.9	2%

Sorted by the number under PLK1 PBD block (rising): three of the compounds above
item | mol | PLK1 PBD block
33 | CCOC(=O)C1(Cc2cccc(OC)c2)CCCN(C(=O)c2cc(C)[nH]n2)C1 (stereo unspecified) | -4%
38 | COc1c(O)ccc(C2NC(=O)NC(C)=C2C(=O)Nc2ccccc2C)c1[N+](=O)[O-] (stereo unspecified) | -3%
39 | O=C(Nc1cccc(Cl)c1)/C(=C\c1cccnc1)NC(=O)c1ccco1 | 3%

The results go on.
entry	canonical_smiles	EPAC1 agonist	PI5P4Ka inh	EPAC1 antagonist	PLK1 PBD block
41	c1cncc(-c2cccnc2)c1	0%	10	-1%	-5%
42	COC(=O)/C(=C\c1c(OC)cc(OC)cc1OC)C(=O)c1ccc2c(c1)OCO2	3%	-1	1%	-20%
43	O=C1N[C@@H](Cc2ccccc2)C(=O)N2[C@@H]1C[C@@]1(Br)c3ccccc3N(S(=O)(=O)c3ccccc3)[C@@H]21	-9%	0	-15%	0%
44	COc1ccc(COc2ccc3ccc(=O)oc3c2)cc1	-3%	-1	0%	-4%
45	COc1ccc(/C=N/NC(=O)c2ccc(C)nc2)cc1O	2%	0	-7%	-1%
46	CC(=O)Nc1nc2c(s1)C(=O)NCCC2	0%	-6	-6%	-7%
47	Cc1ccc(C2=[N+]([O-])C(C)N(O)C2(C)C)o1 (stereo unspecified)	-5%	-4	5%	-1%
48	COCCn1nnnc1C(CC(C)C)N1CCN(c2ccccc2)CC1 (stereo unspecified)	4%	1	-1%	-2%
49	CCCCCCSc1cccc(-c2nc3ccc(Cl)cn3c2NCc2ccccc2)c1	8%&18%	10&4	12%&-1%	-7%&-9%
50	O=[N+]([O-])c1ccc(CN2[C@H](COCc3ccccc3)[C@@H](N3CCCC3)CS2(=O)=O)cc1	-5%	-2	-24%	-5%
51	O=C(N=C1SCC(=O)N1c1ccccc1Cl)c1ccco1	-2%	x	-1%	-5%
52	c1csc(CN2CCOCC2)c1	6%	x	-15%	-5%

entry	EPAC2 agonist	CCT modulator	IL2 activator	WRN helicase inh
41	-5%	-1.5	0.1	7%
42	17%	-1.9	-3.6	-4%
43	11%	-2.2	-0.2	-5%
44	10%	0.5	-3.9	-4%
45	1%	1.5	-0.5	3%
46	14%	-2.6	1.1	2%
47	3%	-0.2	-0.8	-2%
48	-1%	-2.8	0.9	9%
49	14%&10%	1.0&0.4	0.0&-0.5	4%&3%
50	13%	0.6	-0.7	-5%
51	5%	-3.0	5.0	-8%
52	11%	-2.1	1.4	-6%

Not all compounds are listed; rates above refer to the full screens.
